HTT cytoprotect: protects HTT-Q103 PC12 cells, measured by ATP | Potency, µM (highest dose often 56.4 µM), for inactives: cytoprotection (ATP increase), most hits filed as activators | PC12 HTT-Q103 induced, cytoprotection, ATP luminescence, 40 h | AID 1471 | actives 0.14% (n = 230,000);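 note: % of control where 0% means no effect; nearly all actives have a fitted effect of over 45% in size; toxic huntingtin expression switched on by the ecdysone agonist tebufenozide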
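Huntington model: PC12 line, ecdysone-inducible HTTQ103 exon1–GFP, tebufenozide 100 nM. Test articles in a dose series. Endpoint luminescence from cellular ATP.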
Tau fibril FP: blocks human tau fibril formation measured by polarization. P10636. AID 1468. Potency, µM (top dose mostly 57.7 µM), without a hit: top-dose activity, negative = inhibition, actives largely listed as inhibitors. actives 0.39% (n = 280,000). K18 P301L tau heparin fibrillization, Alexa594 FP, 6 h; note: % is set by controls: 0 for no effect and ±100 for the full control effect; nearly all actives have a fitted effect of over 55% in size
Target sequence (P10636 561-689 P618L limits assumed): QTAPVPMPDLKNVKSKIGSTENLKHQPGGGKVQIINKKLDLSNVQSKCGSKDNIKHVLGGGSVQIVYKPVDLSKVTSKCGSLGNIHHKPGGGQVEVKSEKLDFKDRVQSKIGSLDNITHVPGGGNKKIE
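Steps: dispense K18 P301L tau (15 uM plus 0.24 uM Alexa 594 tracer, final) in pH 7 sodium acetate; add compound; add heparin (20 uM final); incubate 6 hr, 37 C; add ThT (30 uM final); after 1 hr ambient, read FP.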
ALDH1A1 block: ALDH1A1 (human) enzyme inhibition. P00352. Purified ALDH1A1, NADH fluorescence, propionaldehyde substrate. Potency, µM (series often up to 75.3 µM), inactives show top-dose activity, negative = inhibition, most hits filed as inhibitors. actives 7.3% (n = 220,000). AID 1030; active = well fitted inhibition curve with a large enough effect, not every such curve was filed as active; inconclusive = small, poorly fitted or top-dose-only effect, or another doubt; inactive = no such curve, though single readings can be large or run the other way;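 note: plate controls were no enzyme wells and a reference inhibitor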
Target sequence (P00352 whole entry, looked up): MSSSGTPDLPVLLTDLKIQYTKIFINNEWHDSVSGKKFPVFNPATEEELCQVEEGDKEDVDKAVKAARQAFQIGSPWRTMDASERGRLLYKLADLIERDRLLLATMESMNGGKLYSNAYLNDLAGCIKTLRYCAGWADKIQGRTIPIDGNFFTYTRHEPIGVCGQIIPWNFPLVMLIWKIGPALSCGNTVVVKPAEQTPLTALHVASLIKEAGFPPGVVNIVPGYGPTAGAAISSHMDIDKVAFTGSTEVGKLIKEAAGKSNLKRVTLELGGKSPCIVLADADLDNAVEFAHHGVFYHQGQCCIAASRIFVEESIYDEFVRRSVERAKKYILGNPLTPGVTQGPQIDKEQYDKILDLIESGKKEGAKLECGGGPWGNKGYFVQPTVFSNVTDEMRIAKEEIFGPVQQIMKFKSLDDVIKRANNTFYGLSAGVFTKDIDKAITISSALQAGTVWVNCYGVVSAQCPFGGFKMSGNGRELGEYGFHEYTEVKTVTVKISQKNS
HttQ103 aggreg: reduces HttQ103-GFP aggregates in PC12 cells; PC12 HttQ103-GFP aggregates, Acumen cytometry, 40 h; Potency, µM (top dose mostly 46.1 µM), without a hit: top-dose activity change, negative = inhibition, most hits filed as inhibitors; actives 1.1% (n = 220,000); AID 1688; note: % is set by controls: 0 for no effect and ±100 for the full control effect; nearly all actives have a fitted effect of over 60% in size
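PC12/HTTQ103-GFP, ecdysone-inducible; teb 100 nM; cpd qHTS titration; GFP aggregates read on laser cytometer, Ex 488/Em 500-530 nm.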
JMJD2E inh: blocks human JMJD2E demethylase activity. Potency, µM (top dose mostly 57.1 µM), without a hit: at the highest dose activity change, negative = inhibition, most hits filed as inhibitors. AID 2147. B2RXH2. actives 1.6% (n = 230,000). JMJD2E catalytic domain, FDH-coupled NADH fluorescence (FDH is formaldehyde dehydrogenase); active = well fitted inhibition curve with a large enough effect, not every such curve was filed as active; inconclusive = small, poorly fitted or top-dose-only effect, or another doubt; inactive = no such curve, though single readings can be large or run the other way;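 note: 0% = wells with enzyme and -100% = buffer wells without enzyme; nearly all actives have a fitted effect of over 50% in size; many of its hits are not listed in these tables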
Target sequence (B2RXH2 1-337 limits assumed): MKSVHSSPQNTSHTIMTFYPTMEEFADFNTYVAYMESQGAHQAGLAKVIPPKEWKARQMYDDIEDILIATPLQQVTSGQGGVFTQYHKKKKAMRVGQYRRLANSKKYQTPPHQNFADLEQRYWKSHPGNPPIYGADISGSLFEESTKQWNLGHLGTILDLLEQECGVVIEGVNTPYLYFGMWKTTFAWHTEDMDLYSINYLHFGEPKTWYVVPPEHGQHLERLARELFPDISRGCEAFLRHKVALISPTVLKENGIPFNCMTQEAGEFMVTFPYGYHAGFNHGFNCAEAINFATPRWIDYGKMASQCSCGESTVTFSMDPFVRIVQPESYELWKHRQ
Tau ThT inhib: blocks human tau fibril formation measured by thioflavin T; Potency, µM (doses to about 57.4 µM), for inactives: at the top dose activity, negative = inhibition, hits mostly inhibitors; actives 2.1% (n = 270,000); recombinant tau K18 P301L, heparin-induced fibrillization, ThT fluorescence; note: % is set by controls: 0 for no effect and ±100 for the full control effect; nearly all actives have a fitted effect of over 55% in size
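In this qHTS, human K18 P301L tau is incubated with compound and heparin for 6 hr at 37 C, and Thioflavin T fluorescence then reports fibril load.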
Tau fluor counter: counter-screen for tau fibril formation inhibitors; tau K18 P301L (four-repeat tau fragment) Alexa594 fluorescence, heparin fibrillization; Potency, µM (series often up to 57.7 µM), without a hit: at the top dose activity change, negative = decrease; actives 0.93% (n = 280,000); AID 1463; note: % is set by controls: 0 for no effect and ±100 for the full control effect; nearly all actives have a fitted effect of over 55% in size
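Human K18 P301L tau (15 uM unlabeled plus 0.24 uM Alexa 594-labeled, final) in 100 mM sodium acetate pH 7 was mixed with compound and 20 uM heparin and incubated 6 hr at 37 C.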
SMN2 splice up: SMN2 splice variant enhancement. actives 2.8% (n = 210,000). AID 1458. HEK293 SMN2-luciferase splicing reporter, luminescence, 30-36 h. Potency, µM (top dose mostly 46.1 µM), for the others: top-dose activity change, positive = activation, most hits filed as activators; note: % of control where 0% means no effect; nearly all actives have a fitted effect of over 55% in size
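HEK293 cells carry an SMN2 minigene-luciferase reporter in which exon 7 inclusion puts luciferase in frame. Cells were seeded at 2000 cells/well, attached for 10-12 hours, then exposed to compounds for 30-36 hours at 37C before ONE-Glo luminescence.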
An asterisk follows results filed as active; ? = inconclusive; / = no result given; & = joins results of further samples; [ ] = another dose, or the depositor's remark. Unless noted, calls come from the whole dose curve; as a rule, active = well fitted curve in the direction sought with a large enough effect; inconclusive = small, poorly fitted or top-dose-only effect, or another doubt; inactive = no such curve, though single readings can be large; an effect the other way counts as inactive or inconclusive. Potency is the fitted concentration of half-maximal effect.

Molecule	HTT cytoprotect	Tau fibril FP	ALDH1A1 block	HttQ103 aggreg	JMJD2E inh	Tau ThT inhib	Tau fluor counter	SMN2 splice up
COc1ccc(Nc2ccccc2)c(C)c1	-9%	9%	-5%	14%	-2%	-16%	-18%	/
COc1ccc(NC(=O)NCC2CCN(Cc3ccccc3F)CC2)c(OC)c1	/	-2%	/	/	/	-1%	-6%	-11%
COc1ccc2[nH]c3c(=O)n(Cc4ccc(C(=O)N5CCCC5)cc4)c(=S)[nH]c3c2c1	-33%	-4%	2%	-8%	?	-8%	-10%	-20%
O=C(CSc1nnnn1-c1ccccc1)Nc1ccc(Cl)cn1	-8%[0.074 µM]	-2%	2.2µM*	10%	1%	-2%	3%	15%
COc1ccc(CC2(C)OC(c3ccc(Cl)cc3)=NN2C(C)=O)cc1 (stereo unspecified)	28%[10 µM]	-11%	?	-15%	?	?	-22%	-3%
O=C(O)C1CCCCC1C(=O)NCCc1ccncc1 (stereo unspecified)	8%	-1%	6%	-6%	7%	3%	9%	10%
O=c1[nH]c2cc([N+](=O)[O-])c(NCCO)c([N+](=O)[O-])c2[nH]1	-27%	-3%	0%	31%	3%	?	3%	9%
CCOc1cc(/C=N/N=C2/NC(=O)C(CC(=O)O)S2)ccc1OCc1ccc(Cl)cc1 (stereo unspecified)	-4%[10 µM]	3%	?	0%	-15%	?	5%	-8%
Cc1cccc(CSc2nc3c(c(=O)[nH]2)CCCC3)c1	/	?	11%	-3%	6%	-1%	3%	-2%
COc1ccccc1N1CCN(C(=O)Cn2nnc(-c3cccs3)n2)CC1	7%	6%	0%	5%	0%	-4%	-1%	11%
O=C(NCN1C(=O)C2C3C=CC(C3)C2C1=O)Nc1cccnc1 (stereo unspecified)	16%	-3%	-14%	-7%	2%	-8%	-3%	-6%
CCOc1ccc(-n2cnnn2)cc1S(=O)(=O)NC1CC1	1%	-10%	4%	8%[9.22 µM]	6%	-7%	-8%	-3%
CC(=O)Nc1ccc(S(=O)(=O)Nc2nc3ccccc3nc2N2CCc3ccccc3C2)cc1	-66%[inhibitor][10 µM]	2%	11µM*	9%	-6%	2%	-6%	-8%[1.84 µM]
Cc1ccc(C)n1-c1cccc(C(=O)Nc2ccccc2)c1	-33%[10 µM]	0%	/	3%[9.22 µM]	?	/	-13%	/
COc1ccccc1C(=O)NC(CCSC)C(=O)OC(C)C(N)=O (stereo unspecified)	-16%	2%	12%	0%	4%	-9%	-10%	-7%
CC#CCN1c2ccccc2[C@]23C[C@@H](C(=O)OC)N=C2NC(C(=O)OC)=C(C(=O)OC)[C@H]13	5%&-18%[10 µM]	2%[11.6 µM]	1%[13.5 µM]	-13%[9.22 µM]	9%[11.4 µM]	6%[11.5 µM]	2%[11.6 µM]	2%[9.22 µM]
Cc1cc(C)cc(OCC(=O)OCC(=O)c2ccc3c(c2)NC(=O)CO3)c1	-14%	-13%	4%	9%	-4%	-1%	-13%	?
C(=N\N(Cc1ccccc1)c1ccccc1)/c1cccnc1	-50%[inhibitor]	2%	-15%	-30%	-1%	?	-26%	-17%
CCOC(=O)C1=C(N)n2c(s/c(=C\c3ccco3)c2=O)=C(C(=O)OC(C)C)C1c1ccco1 (stereo unspecified)	-9%[10 µM]	-9%	?	-1%	?	?	?	-47%[inhibitor]
Cc1cc(SCC(=O)NN)c2cc(Br)ccc2n1	12%[10 µM]	-13%	/	-17%[9.22 µM]	-3%	/	?	/
Cc1cc(C)c(C)c(S(=O)(=O)NCc2ccco2)c1C	20%	-4%	2%	6%	0%	-6%	-12%	-1%
Cc1nnc(SCC2=C(C(=O)O)N3C(=O)C(NC(=O)Cn4nc(C(F)F)c(Cl)c4C)C3SC2)s1 (stereo unspecified)	-13%	-11%	?	?	-20%	?	-13%	-11%
CSc1nc(N(C)C)nc(N(C)C#N)n1	-15%	0%	4%	-7%	11%	-9%	-9%	-18%
CCNc1nc(Oc2c(Cl)cccc2Cl)cc(C(F)(F)F)n1	?	-7%	-11%	-11%	?	-6%	-8%	20%
COc1cccc2c(SCC(=O)N/N=C/c3ccc(O)cc3O)cc(C)nc12	-43%[inhibitor]	-5%	28µM*	-22%	28µM*	?	-28%	-34%[inhibitor]
NC(=O)Cn1c(=O)n(-c2ccccc2)c(=O)c2oc3ccccc3c21	7%	-1%	?	-10%	?	-2%	-5%	-12%
CCOC(=O)[C@@H]1CCNC[C@@H]1c1ccccc1	7%	0%	-7%	6%	0%	?	-11%	/
O=C(O)CCCC(=O)Nc1cccc(C(=O)Nc2ccccc2C(=O)O)c1	15%[10 µM]	-1%	1%	-5%[9.22 µM]	-12%	-7%	-7%	/
c1ccc(Cn2ccnc2SCc2nnc(-c3ccccc3)o2)cc1	-2%	-12%	-11%	?	4%	1%	-7%	-11%
O=C(CCNC(=O)c1ccccc1)Oc1ccc([N+](=O)[O-])cc1	6%[0.074 µM]	4%	-3%	-15%	-17%	?	7%	5%
Brc1cccc(-c2n[nH]c(-c3ccccc3)n2)c1	-6%[0.074 µM]	?	?	?	-5%	14%	12%	10µM*
CC1(C)CC(=O)C(C2C3=C(CC(C)(C)CC3=O)OC3=C2C(=O)CC(C)(C)C3)=C(O)C1	-12%[10 µM]	2%	/	-9%[9.22 µM]	-3%	-4%	-4%	/
COc1ccc(OC)c(NC(=O)c2cc3cccc(OC)c3oc2=O)c1	/	8%	/	/	/	-8%	-4%	7%
CCn1cnc2sc(C(=O)Oc3cccc(C)c3)c(C)c2c1=O	-12%	-13%	?	-1%	-1%	-11%	?	-14%
COc1ccc2c(c1)nc(SCC(=O)c1cccs1)n2C	5%	-5%	?	20%	3%	-3%	-7%	10%
CC(C)C(NC(=O)c1ccc(C(C)(C)C)cc1)C(=O)OCC(=O)NC(=O)Cc1ccccc1 (stereo unspecified)	23%[10 µM]	0%	-11%	-7%	-21%	-2%	-8%	17%
FC(F)(F)C(F)(F)c1nnc2ccc(-n3ccnc3)nn12	-19%	4%	8%	-9%	2%	-3%	-7%	0%
NNC(=O)c1oc2ccccc2c1-n1cccc1	-142%[inhibitor]	3%	2.2µM*	25%	?	?	-5%	3%
Clc1ccc(/C=C/c2ncc3ccccn23)cc1	37%[10 µM]	10%	-3%	10%[9.22 µM]	2%	7%	12%[2.34 µM]	/
O=S(=O)(c1ccc(Cl)cc1)c1nc(-c2ccccc2Br)oc1NCc1ccccc1	/	?	/	/	/	-8%	-14%	0%
CCNc1nc(NCC)n2c(SCc3ccc(F)cc3)nnc2n1	13%[10 µM]	6%	-2%	2.5µM*	0%	0%	7%	11%
COCCN1C(=O)c2ccc(C(=O)NCc3cccnc3)cc2C1=O	-1%	-2%	?	8%	-3%	5%	-2%	23%
O=C(/C=C/c1ccccc1)NC(=S)NNC(=O)c1ccco1	39%[10 µM]	1%	-2%	-18%	?	?	-13%	6%
Cc1ccc(-c2nc(CN(CC3CCC3)CC3CCCO3)c(C)o2)s1 (stereo unspecified)	-7%[10 µM]	-1%	?	-12%[9.22 µM]	?	1%	11%	/
Cc1c2c(n3c(nc4ccccc43)c1C#N)N(CCN(C)C)CC2	12%[10 µM]	-6%	?	-7%[9.22 µM]	?	-6%	-12%	/
COc1ccccc1C(=O)N(Cc1nc(-c2cccc(C)c2)no1)C(C)C	/	1%	/	/	/	-13%	-11%	-26%
COc1ccc(OC)c(C2C3=C(CCCC3=O)Nc3nnnn32)c1 (stereo unspecified)	2%[10 µM]	-1%	1%	3%	-14%	1%	-1%	26%
Cc1cc(C(=O)OCC(=O)Nc2ccc(F)cc2[N+](=O)[O-])c2ccccc2n1	-13%[10 µM]	8%	-1%	-4%	-3%	-13%	-14%	0%
CS(=O)(=O)N1CCC(Oc2ccccc2C(=O)NC2CCOC2)CC1 (stereo unspecified)	15%[10 µM]	0%	0%	-1%[9.22 µM]	2%	-12%	-12%	/
Nn1c(SCC(=O)Nc2ccc3c(c2)OCO3)nncc1=O	-2%	5%	-4%	-9%	-5%	-20%	-9%	29%
Cc1cc(NC(=O)CN2C(=O)C3CC=CCC3C2=O)no1 (stereo unspecified)	11%	0%	5%	-23%	5%	1%	6%	18%
COc1ccccc1NC(=O)c1ccc(NS(=O)(=O)c2cccc3cccnc23)cc1	9%[10 µM]	?	7%	5%	-7%	4%	-27%	10%
Cn1cc(CN2CCc3ccccc3C2)c2ccccc21	1%	7%	14µM*	-14%	-7%	-5%	-1%	-1%
COc1ccc(-c2nnc(Nc3ccc(OC)c(C(=O)N4CCCCC4)c3)c3ccccc23)cc1	-13%[10 µM]	1%	?	11%	-4%	6%	0%	-10%
CCOC(=O)C1(CC)NC(c2cccc(F)c2)C2C(=O)N(CC)C(=O)C21 (stereo unspecified)	19%[1.9 µM]	-5%	5%	6%	-4%	-2%	-2%	-25%
COc1cc(-c2[nH]ncc2CN2CCN(c3cccc(C)n3)CC2)cc(OC)c1OC	22%[10 µM]	-6%	/	13%[9.22 µM]	-5%	-7%	-18%	/
COc1cccc(C(C#N)N2N=C(C)CC2(C)C)c1O (stereo unspecified)	-21%	-1%	?	-1%	?	?	4%	9%
CCn1ncc(-c2cc(C(=O)O)no2)c1C	-61%[inhibitor][10 µM]	4%[2.34 µM]	12%	?	11%	8%	11%[2.34 µM]	/

Printed as active in HttQ103 aggreg (from the list above):
molecule | Tau fibril FP | ALDH1A1 block | HttQ103 aggreg | JMJD2E inh | Tau ThT inhib
CCNc1nc(NCC)n2c(SCc3ccc(F)cc3)nnc2n1 | 6% | -2% | 2.5µM* | 0% | 0%

This is a subset, so the mix of outcomes need not match the whole.
